Compound activity as filed in PubChem BioAssay.
Bcl-xL primary = blocks human Bcl-xL binding to Bim BH3 peptide | Q07817 | GST-Bcl-xL / FITC-Bim BH3 peptide fluorescence polarization | inhibition, % at 10.9 µM | hit rate 0.7% among 320,000;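 active means inhibition above the mean of all tested compounds plus 3 SD, cutoff set per campaign, cut at about 30% in these data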;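 further: 0% = DMSO wells and 100% = unlabeled Bim-BH3 peptide competitor; inhibitors lower millipolarization by displacing the labeled peptide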
Target sequence (Q07817 whole entry, looked up): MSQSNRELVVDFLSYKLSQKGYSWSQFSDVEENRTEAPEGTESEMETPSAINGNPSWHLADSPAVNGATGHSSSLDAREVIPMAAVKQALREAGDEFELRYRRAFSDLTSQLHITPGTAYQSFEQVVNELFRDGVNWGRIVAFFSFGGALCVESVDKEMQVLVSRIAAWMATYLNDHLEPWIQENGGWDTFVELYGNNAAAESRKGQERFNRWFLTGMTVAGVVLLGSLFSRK
GLD-1 RNA inh = GLD-1-TGE RNA interaction inhibition (C. elegans); purified GLD-1 + fluorescein TGE RNA, fluorescence polarization; inhibition, % at 5.96 µM; hit rate 0.44% among 320,000; AID 2280;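 active means percent inhibition above a per-plate cutoff, the plate mean of test compounds plus 3 SD, cut at about 30% in these data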;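 further: 0% = DMSO wells with GLD-1 and probe and 100% = wells lacking GLD-1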
AHR activator = activates the human aryl hydrocarbon receptor | AHR-responsive luciferase reporter cells, luminescence | activation, % at 5 µM | hit rate 2.5% among 320,000 | AID 2796; in the data active means activation above about 47%;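 further: 0% = vehicle wells and 100% = reference agonist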
Fam108B counter = counter-screen for RBBP9 inhibitors: inhibitors of mouse Fam108B; recombinant Fam108B, FP-Rh probe fluorescence polarization; inhibition, % at 9.51 µM; hit rate 0.33% among 300,000; AID 1947;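 active means inhibition above the screen mean inhibition plus 3 SD, computed separately per campaign, cut at about 18% in these data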;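 further: inhibitors lower polarization as less probe binds the enzyme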
MCL1-BIM inh = disrupts human MCL1 binding to BIM-BH3 peptide; inhibition, % at 10.9 µM; GST-MCL1 / FITC-Bim-BH3 fluorescence polarization; AID 2057; hit rate 0.68% among 320,000; Q07820;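 active means inhibition above the mean inhibition of all tested compounds plus 3 SD, set per campaign, cut at about 40% in these data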;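 further: 0% = DMSO wells and 100% = unlabeled Bim-BH3 peptide control; higher means more loss of mP so more displacement of Bim peptide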
Target sequence (Q07820 whole entry, looked up): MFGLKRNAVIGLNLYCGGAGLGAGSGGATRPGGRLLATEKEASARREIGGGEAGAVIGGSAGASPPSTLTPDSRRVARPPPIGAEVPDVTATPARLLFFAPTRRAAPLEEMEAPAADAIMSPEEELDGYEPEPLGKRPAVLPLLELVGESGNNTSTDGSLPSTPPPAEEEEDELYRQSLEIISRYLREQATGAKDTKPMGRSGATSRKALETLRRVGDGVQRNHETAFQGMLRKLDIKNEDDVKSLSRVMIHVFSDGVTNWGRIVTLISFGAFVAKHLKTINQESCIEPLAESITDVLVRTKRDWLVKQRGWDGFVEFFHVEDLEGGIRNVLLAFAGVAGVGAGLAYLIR
PAFAH1B2 FP inh = inhibitors of human PAFAH1B2 | inhibition, % at 3.39 µM | P68402 | hit rate 1.2% among 340,000 | recombinant PAFAH1B2, FP-rhodamine activity probe, fluorescence polarization;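 active means inhibition above the mean of all tested compounds plus 3 SD, cut at about 24% in these data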;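 further: 0% = enzyme with DMSO and 100% = wells lacking PAFAH1B2; many of its hits are not listed in these tables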
Target sequence (P68402 whole entry, looked up): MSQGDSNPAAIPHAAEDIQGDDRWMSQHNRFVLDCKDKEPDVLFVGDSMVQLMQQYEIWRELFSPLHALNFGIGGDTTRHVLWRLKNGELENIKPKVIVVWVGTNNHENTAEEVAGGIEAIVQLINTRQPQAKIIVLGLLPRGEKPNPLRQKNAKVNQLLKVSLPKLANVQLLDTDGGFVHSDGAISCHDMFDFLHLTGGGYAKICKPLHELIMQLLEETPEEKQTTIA
MEX-5 binding = C. elegans MEX-5 TCR-2 RNA binding activity. MEX-5/FITC-TCR2 RNA binding, fluorescence polarization; stronger effect = lower value. activity score (negative = inhibition of binding), % at 10 µM. Q9XUB2. hit rate 0.38% among 300,000;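 active means inhibition past about -25% in most replicates, and total fluorescence under double the plate's negative control median, limit read from the data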;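 further: 0% = DMSO and -100% = 5 µM competing unlabeled TCR2 RNA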
pPAFAH inh = pPAFAH (human) enzyme inhibition. Q13093. recombinant pPAFAH, FP-rhodamine probe fluorescence polarization. inhibition, % at 3.39 µM. hit rate 1.5% among 330,000;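 active means inhibition above the mean inhibition across the screen plus 3 SD, cut at about 25% in these data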;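 further: inhibitors block binding of the rhodamine activity-based probe so polarization drops; 0% = enzyme with DMSO and 100% = wells lacking pPAFAH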
PME-1 inh = blocks human protein phosphatase methylesterase 1; Q9Y570; recombinant PME-1, FP-Rh probe fluorescence polarization; inhibition, % at 5.9 µM; hit rate 0.53% among 320,000;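 active means inhibition above the campaign mean of all compounds plus 3 SD, cut at about 26% in these data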;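 further: competitive labeling of PME-1 active site by serine hydrolase directed probe; 0% = PME-1 with DMSO and 100% = wells lacking PME-1 enzyme; inhibitors block probe labeling so polarization falls and inhibition rises; many of its hits are not listed in these tables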
The depositor's hits bear a star. Not all compounds are listed; count on the stated rates, not on these rows.

Screening O=C(NCC(=O)N1CCN(c2ncccn2)CC1)c1cccs1 returned Bcl-xL primary 3, GLD-1 RNA inh 5, AHR activator 5, Fam108B counter -3, MCL1-BIM inh 1, PAFAH1B2 FP inh 3, MEX-5 binding 1.1, pPAFAH inh -3 and PME-1 inh 1.
`CN(C)S(=O)(=O)c1ccc(N2CCCC2)c(C(=O)N2CCN(S(=O)(=O)c3cccc(F)c3)CC2)c1` gave Bcl-xL primary -5, GLD-1 RNA inh 3, AHR activator 4, Fam108B counter 2, MCL1-BIM inh -4, PAFAH1B2 FP inh 0, MEX-5 binding 0.6, pPAFAH inh 7 and PME-1 inh 6.
COCCNS(=O)(=O)c1ccc(OCC(=O)OC)c(Cl)c1 was read as Bcl-xL primary 6, GLD-1 RNA inh 12, AHR activator 0, Fam108B counter 2, MCL1-BIM inh 5, PAFAH1B2 FP inh 2, MEX-5 binding -1.9, pPAFAH inh 7 and PME-1 inh -1.
Screening C[n+]1c2n(c3ccccc31)N=C(c1ccc(-c3ccccc3)cc1)CS2 returned Bcl-xL primary 11, GLD-1 RNA inh 0, AHR activator 53*, Fam108B counter 1, MCL1-BIM inh 16, PAFAH1B2 FP inh 5, MEX-5 binding -0.6, pPAFAH inh -6 and PME-1 inh 4.
Screening C/C(=N\NC(=O)C1CC1)c1ccc(N2CCOCC2)cc1 returned Bcl-xL primary -1, GLD-1 RNA inh -2, AHR activator 20, Fam108B counter -3, MCL1-BIM inh 1, PAFAH1B2 FP inh 3, MEX-5 binding 1.2, pPAFAH inh 8 and PME-1 inh 3.
CSc1ncccc1C(=O)OCC(=O)NC12CC3CC(CC(C3)C1)C2 was read as GLD-1 RNA inh 1, AHR activator -1, PAFAH1B2 FP inh 13 and pPAFAH inh 5.
COc1cc(OC)c(NC(=O)c2ccc(F)cc2)cc1Cl was read as Bcl-xL primary 1, GLD-1 RNA inh -2, AHR activator 2, Fam108B counter -3, MCL1-BIM inh 0, PAFAH1B2 FP inh -5, MEX-5 binding -0.8, pPAFAH inh 1 and PME-1 inh -1.
For Cc1cc(NC(=O)C2CCCCC2C(=O)O)no1 (configuration not stated) the results were Bcl-xL primary 3, GLD-1 RNA inh -5, AHR activator 1, Fam108B counter 1, MCL1-BIM inh 3, PAFAH1B2 FP inh 3, MEX-5 binding 1.2, pPAFAH inh -2 and PME-1 inh -3.
COc1cccc(N(CC(=O)O)S(=O)(=O)c2ccccc2)c1 was read as Bcl-xL primary 5, GLD-1 RNA inh -1, AHR activator 3, Fam108B counter 2, MCL1-BIM inh 4, PAFAH1B2 FP inh 6, MEX-5 binding -0.4, pPAFAH inh 2 and PME-1 inh 2.
`O=C(c1ccc(Cl)cc1)N1CCC(N2CCC(C(=O)N3CCOCC3)CC2)CC1` gave Bcl-xL primary 7, GLD-1 RNA inh 10, AHR activator -1, Fam108B counter -3, MCL1-BIM inh -4, PAFAH1B2 FP inh 0, MEX-5 binding -0.8, pPAFAH inh -9 and PME-1 inh -4.
For O=C(CCN1C(=O)COc2ccccc21)NCc1cccs1 the results were Bcl-xL primary 1, GLD-1 RNA inh 5, AHR activator -5, Fam108B counter 1, MCL1-BIM inh 9, PAFAH1B2 FP inh 0, MEX-5 binding 0.8, pPAFAH inh -3 and PME-1 inh -3.
COc1ccc(Cl)cc1C(=O)NNC(=O)c1n[nH]c2ccccc12 was read as Bcl-xL primary 3, GLD-1 RNA inh 9, AHR activator 23, MCL1-BIM inh 8, PAFAH1B2 FP inh -2, pPAFAH inh 1 and PME-1 inh -1.
For O=C(NC1CCCC1)C1CC(O)CN1C(=O)Nc1ccccc1 (configuration not stated) the results were Bcl-xL primary -3, GLD-1 RNA inh -8, AHR activator 0, Fam108B counter 2, MCL1-BIM inh -6, PAFAH1B2 FP inh -1, MEX-5 binding -0.4, pPAFAH inh 5 and PME-1 inh 0.
Screening O=C(N/N=C/c1ccco1)c1cc2ccccc2o1 returned Bcl-xL primary -3, GLD-1 RNA inh -8, AHR activator 6, Fam108B counter -2, MCL1-BIM inh 2, PAFAH1B2 FP inh 2, MEX-5 binding -2.5, pPAFAH inh 2 and PME-1 inh -6.
Screening O=C1CSC(=NC2CCCCC2)N1 returned Bcl-xL primary 0, GLD-1 RNA inh -4, AHR activator 0, Fam108B counter -1, MCL1-BIM inh 2, PAFAH1B2 FP inh 6, MEX-5 binding 0.7, pPAFAH inh 2 and PME-1 inh 6.
`COc1cc(OC)cc(C(=O)NNC(=O)CN2C(=O)NC3(CCCC3)C2=O)c1` gave Bcl-xL primary -3, GLD-1 RNA inh 7, AHR activator 0, MCL1-BIM inh -3, PAFAH1B2 FP inh 12, pPAFAH inh -1 and PME-1 inh -3.
Screening O=C(COc1ccc(Cl)cc1)NCc1nnc(SCC(=O)N2CCCC2)o1 returned Bcl-xL primary 12, GLD-1 RNA inh 7, AHR activator -1, Fam108B counter 2, MCL1-BIM inh 8, PAFAH1B2 FP inh 5, MEX-5 binding -0.5, pPAFAH inh 4 and PME-1 inh -1.
CCOc1ccc(NC(=S)N(C)C)cc1 was read as Bcl-xL primary 5, GLD-1 RNA inh 1, AHR activator -2, Fam108B counter 2, MCL1-BIM inh 7, PAFAH1B2 FP inh 1, MEX-5 binding 2.8, pPAFAH inh 0 and PME-1 inh -3.
`Cc1ncc([N+](=O)[O-])n1CC(=O)Nc1ccc(F)cc1` gave Bcl-xL primary -1, GLD-1 RNA inh 2, AHR activator 1, Fam108B counter 1, MCL1-BIM inh -1, PAFAH1B2 FP inh 1, MEX-5 binding 0.8, pPAFAH inh -1 and PME-1 inh -2.
Screening CCOC(=O)C1(Cc2cccc(F)c2)CCN(C(=O)c2cnc(C)cn2)CC1 returned Bcl-xL primary 10, GLD-1 RNA inh -3, AHR activator 3, Fam108B counter -1, MCL1-BIM inh 4, PAFAH1B2 FP inh 5, MEX-5 binding -0.2, pPAFAH inh -1 and PME-1 inh 0.
For O=C(Cn1nc(C(F)(F)F)c2c1CCC2)Nc1ccccc1C(F)(F)F the results were Bcl-xL primary 8, GLD-1 RNA inh 2, AHR activator 2, Fam108B counter 1, MCL1-BIM inh 4, PAFAH1B2 FP inh 3, MEX-5 binding 0.2, pPAFAH inh -5 and PME-1 inh 2.
O=C(Nc1ccc(C(=O)O)cc1)/C(=C\c1ccco1)NC(=O)c1ccccc1Cl was read as Bcl-xL primary -2, GLD-1 RNA inh -1, AHR activator 1, Fam108B counter 1, MCL1-BIM inh -3, PAFAH1B2 FP inh 3, MEX-5 binding -2.0, pPAFAH inh -2 and PME-1 inh -6.
CCNC(=O)c1ccc(CSc2nc3ccccc3s2)cc1 was read as Bcl-xL primary 1, GLD-1 RNA inh 1, AHR activator 44, Fam108B counter -2, MCL1-BIM inh -2, PAFAH1B2 FP inh 9, MEX-5 binding 0.6, pPAFAH inh 1 and PME-1 inh -6.
CC(=O)c1c(COC(=O)c2ccc(F)cc2)nc2ccccc2[n+]1[O-] was read as Bcl-xL primary 0, GLD-1 RNA inh -3, AHR activator 1, Fam108B counter -2, MCL1-BIM inh -5, MEX-5 binding 0.0, pPAFAH inh 7 and PME-1 inh 6.
Screening COC(=O)C1=C(C)N(C)C(=S)N(C)C1c1ccc(OC)cc1 (configuration not stated) returned Bcl-xL primary 4, GLD-1 RNA inh 8, AHR activator 6, Fam108B counter 6, MCL1-BIM inh 6, PAFAH1B2 FP inh 2, MEX-5 binding 2.9, pPAFAH inh 4 and PME-1 inh -1.
For COC(=O)c1ccc(NC(=O)CSc2nc3ncccc3[nH]2)cc1 the results were Bcl-xL primary 5, GLD-1 RNA inh 9, AHR activator 3, Fam108B counter 2, MCL1-BIM inh 13, PAFAH1B2 FP inh 3, MEX-5 binding 0.5, pPAFAH inh -4 and PME-1 inh -17.
For CCN1C(=O)N[C@@H](c2ccccc2)C(C(=O)OC)=C1C the results were Bcl-xL primary 4, GLD-1 RNA inh 3, AHR activator 2, Fam108B counter 0, MCL1-BIM inh 9, PAFAH1B2 FP inh 1, MEX-5 binding 1.8, pPAFAH inh 3 and PME-1 inh -2.
`COc1ccccc1-c1cc(C(=O)NCCN2CCOCC2)no1` gave Bcl-xL primary -1, GLD-1 RNA inh 1, AHR activator 11, Fam108B counter 1, MCL1-BIM inh -1, PAFAH1B2 FP inh 3, MEX-5 binding 1.7, pPAFAH inh 2 and PME-1 inh -4.
For CCC(=O)NCCCCCCCCCNC(=O)CC the results were Bcl-xL primary 3, GLD-1 RNA inh 2, AHR activator 2, Fam108B counter -5, MCL1-BIM inh -7, PAFAH1B2 FP inh -3, MEX-5 binding 1.3, pPAFAH inh -2 and PME-1 inh 0.
CN(C(=O)c1cccnc1)c1nnc(-c2ccccn2)s1 was read as Bcl-xL primary 2, GLD-1 RNA inh 0, AHR activator 54*, Fam108B counter 0, MCL1-BIM inh 5, PAFAH1B2 FP inh 3, MEX-5 binding 2.1, pPAFAH inh 3 and PME-1 inh 7.
Screening COCC(=O)N(C)c1nnc(-c2ccccn2)s1 returned Bcl-xL primary 5, GLD-1 RNA inh 4, AHR activator -4, Fam108B counter 0, MCL1-BIM inh 4, PAFAH1B2 FP inh 3, MEX-5 binding 0.8, pPAFAH inh 3 and PME-1 inh 1.
`CCOc1cc(C(=O)NC)cc(Br)c1OC` gave Bcl-xL primary 0, GLD-1 RNA inh 4, AHR activator 2, Fam108B counter 3, MCL1-BIM inh 1, PAFAH1B2 FP inh 0, MEX-5 binding 2.2, pPAFAH inh 5 and PME-1 inh 8.
`Cn1cc(C(=O)N/N=C/C=C/c2ccccc2)ccc1=O` gave Bcl-xL primary 3, GLD-1 RNA inh 5, AHR activator 9, Fam108B counter 3, MCL1-BIM inh -5, PAFAH1B2 FP inh 8, MEX-5 binding -1.8, pPAFAH inh 1 and PME-1 inh -4.
For CC1CCc2cc(F)ccc2N1S(=O)(=O)c1ccc(F)cc1 (configuration not stated) the results were Bcl-xL primary 3, GLD-1 RNA inh 7, AHR activator 0, Fam108B counter -4, MCL1-BIM inh 7, PAFAH1B2 FP inh 15, MEX-5 binding 1.9, pPAFAH inh 3 and PME-1 inh 9.
CCN1CCN(c2ccc(S(=O)(=O)N3CCCC3)cn2)CC1 was read as Bcl-xL primary 2, GLD-1 RNA inh 10, AHR activator -2, Fam108B counter 3, MCL1-BIM inh -1, PAFAH1B2 FP inh -1, MEX-5 binding 0.7, pPAFAH inh 6 and PME-1 inh -3.
`NS(=O)(=O)c1ccc(NC(=O)c2cc(-c3cccs3)nc3ccccc23)cc1` gave Bcl-xL primary 5, GLD-1 RNA inh 5, AHR activator 10, Fam108B counter -12, MCL1-BIM inh -2, PAFAH1B2 FP inh -3, MEX-5 binding 1.5, pPAFAH inh -13 and PME-1 inh -19.
Screening O=C(Nc1nnc(-c2ccc(Cl)cc2)o1)c1ccc(N2C(=O)CCC2=O)cc1 returned Bcl-xL primary 5, GLD-1 RNA inh 1, AHR activator 0, Fam108B counter 2, MCL1-BIM inh 9, PAFAH1B2 FP inh 0, MEX-5 binding 0.3, pPAFAH inh 1 and PME-1 inh 1.
`COc1ccc(CCNCC(C)c2ccccc2)cc1` (configuration not stated) gave Bcl-xL primary 2, GLD-1 RNA inh 5, AHR activator 4, Fam108B counter -3, MCL1-BIM inh 5, PAFAH1B2 FP inh 8, MEX-5 binding -2.4, pPAFAH inh -4 and PME-1 inh -6.
